# CYP2C19 inh – blockers of cytochrome P450 2C19 activity – biochemical, luminescence, ADME assay, primary screen. AID 778, 2007. 21% of 96,000 active. inhibition, % at 5 µM. P33261. CYP2C19 Supersomes, luciferin-H EGE luminescence, 30 min;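 active means CYP2C19 inhibition above a set limit at 5 µM in the primary screen, cut at about 50% in these data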;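 further: plate controls were negative control wells for no effect and 2.5 mM tranylcypromine positive control for full effect; values of inactives mirror those of a sister screen read the other way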
# Target sequence (P33261 whole entry, looked up): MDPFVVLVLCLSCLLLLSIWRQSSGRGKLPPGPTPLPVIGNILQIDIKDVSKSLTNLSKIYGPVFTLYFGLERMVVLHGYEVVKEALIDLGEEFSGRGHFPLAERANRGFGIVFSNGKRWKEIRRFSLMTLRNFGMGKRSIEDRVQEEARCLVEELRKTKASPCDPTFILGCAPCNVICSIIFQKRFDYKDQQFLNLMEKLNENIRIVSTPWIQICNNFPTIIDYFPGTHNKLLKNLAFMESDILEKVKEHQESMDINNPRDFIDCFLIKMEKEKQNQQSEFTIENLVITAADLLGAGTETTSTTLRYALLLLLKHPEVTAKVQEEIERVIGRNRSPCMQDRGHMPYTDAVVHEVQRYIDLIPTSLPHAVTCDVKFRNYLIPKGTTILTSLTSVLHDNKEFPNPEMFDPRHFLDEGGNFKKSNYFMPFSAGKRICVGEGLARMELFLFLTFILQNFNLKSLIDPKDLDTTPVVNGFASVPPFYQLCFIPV
# PostGolgi yeast – phenotypic screen on post-Golgi transport, primary screen. post-Golgi transport phenotypic cell assay. inhibition, % at 10 µM. 0.9% of 98,000 active. AID 739, 2007; in the data active means inhibition above about 30%;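 further: yeast cells grown in 1536-well plates; yeast grown about 18 h at 30C before absorbance read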
# PLAP act – PLAP enzyme activators, biochemical, luminescence, HTS. Alkaline phosphatase, placental type (Homo sapiens), P05187. purified PLAP enzyme, luminescent substrate read-out; hits give high values. activation fold at 20 µM. 1.2% of 96,000 active. AID 696, 2007; in the data active means activation fold above about 2
# Target sequence (P05187 whole entry, looked up): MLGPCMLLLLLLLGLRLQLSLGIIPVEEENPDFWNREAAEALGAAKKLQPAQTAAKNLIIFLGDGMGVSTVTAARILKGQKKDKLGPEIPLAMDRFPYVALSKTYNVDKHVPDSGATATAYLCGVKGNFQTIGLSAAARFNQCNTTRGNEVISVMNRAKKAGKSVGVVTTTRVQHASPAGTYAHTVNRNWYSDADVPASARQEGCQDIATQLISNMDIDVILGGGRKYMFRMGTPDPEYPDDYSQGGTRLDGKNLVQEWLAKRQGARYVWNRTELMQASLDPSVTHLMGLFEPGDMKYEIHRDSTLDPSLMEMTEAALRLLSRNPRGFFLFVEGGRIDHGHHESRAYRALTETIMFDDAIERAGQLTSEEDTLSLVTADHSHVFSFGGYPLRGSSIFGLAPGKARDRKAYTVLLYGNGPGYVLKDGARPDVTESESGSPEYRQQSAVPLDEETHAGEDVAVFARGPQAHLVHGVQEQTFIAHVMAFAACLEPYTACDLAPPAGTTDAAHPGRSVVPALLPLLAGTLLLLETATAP
# CYP2C9 act – human CYP2C9 activators, primary screen, biochemical, luminescence. recombinant CYP2C9, luciferin-H conversion; hits give high values; factor 1 = untreated enzyme, 0 = blocked. 1.4% of 96,000 active. Cytochrome P450 2C9 (Homo sapiens), P11712. activation factor at 5 µM;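 active means activation factor of 2 or more for CYP2C9 at a 5 µM dose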;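 further: 0 = sulfaphenazole-blocked wells and 1 = vehicle-only wells; values of inactives mirror those of a sister screen read the other way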
# EphB4 ephrin blk – EphB4-ephrin-B2 interaction antagonists, primary screen, biochemical, TNYL-RAW peptide probe, fluorescence polarization | Ephrin type-B receptor 4 (Homo sapiens), P54760 | EphB4 LBD / TNYL-RAW-Alexa532 peptide | inhibition, % at 7 µM | 0.15% of 97,000 active;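 active means inhibition above the screen-wide mean inhibition plus 3 SD, cut at about 15% in these data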;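 further: 0% = DMSO wells and 100% = excess unlabeled TNYL-RAW peptide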
# CYP2C19 act – human CYP2C19 activators, primary screen, biochemical, luminescence. AID 1025, 2008. activation factor at 5 µM. 96,000 tested, under 10 active. recombinant CYP2C19, luciferin-H EGE luminescence; hits give high values; 0 = fully inhibited enzyme, 1 = untreated enzyme;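 active means activation factor of at least 2 at 5 µM in the primary screen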;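 further: 0 = wells with 2.5 mM tranylcypromine and 1 = vehicle-only wells; values of inactives mirror those of a sister screen read the other way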
# Pyk2 oligo antag – antagonists of Pyk2 self-association, primary screen, Q293 cells, FERM NanoBiT luminescence, HTS; Protein-tyrosine kinase 2-beta (Homo sapiens), Q14289; hits give low values; z-score (the deposit names both 25 µM and 10 µM); 0.83% of 99,000 active;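 active means Z-score of -3 or lower, scaled per plate to the spread of control and sample wells; inactive means z-score above -3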;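 further: negative z-score means lost luminescence so less FERM oligomerization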
# E coli WT exp – growth inhibitors of wild-type E. coli, primary screen, strain BW25113, expanded library, OD600; growth inhibition, % at 100 µM; OD600 absorbance; 0.15% of 98,000 active;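 active means growth inhibition above about 50% at one test dose, limit read from the data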;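 further: growth measured after 20 h incubation at 37 °C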
# CYP2C9 inhib – blockers of cytochrome P450 2C9 activity – biochemical, luminescence, ADME assay, primary screen. P11712. CYP2C9 Supersomes, luciferin-H conversion. inhibition, % at 5 µM. 20% of 96,000 active. AID 777, 2007;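 active means blocking of liver enzyme CYP2C9 beyond about 50% at 5 µM, limit read from the data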; further: values of inactives mirror those of a sister screen read the other way
# An asterisk follows results filed as active; . = not tested or not shown.
# Every second line gives: CYP2C19 inh	PostGolgi yeast	PLAP act	CYP2C9 act	EphB4 ephrin blk	CYP2C19 act	Pyk2 oligo antag	E coli WT exp	CYP2C9 inhib
- CCOC(=O)C1=C(CSCc2ccccc2)NC(=O)NC1c1cc(C)ccc1C (stereo not drawn)
  3	-13	0.6	0.9	-6	1	-2.6	-13	10
- CCC(=O)N1CCc2cc(S(=O)(=O)CCC(=O)O)ccc21
  -3	-1	1.1	1	-2	1	1.2	5	2
- Cc1cccc(N(C(=O)c2ccc(Cl)cc2)C2CS(=O)(=O)CC2OC(=O)c2ccc(Cl)cc2)c1 (stereo not drawn)
  4	0	0.9	0.6	1	1	-0.61	1	40
- CCOC(=O)C(C(=O)OCC)C(Nc1cccc(Br)c1)c1ccccc1 (stereo not drawn)
  8	6	1	1.1	1	0.9	-1.2	2	-9
- NC(=O)c1ccc(-n2nnnc2SCc2ccc(F)cc2)cc1
  75*	0	0.9	0.8	0	0.3	-1.1	7	20
- O=C(NCc1cccnc1)NC1(c2ccccc2)CC1
  22	-1	1	1	-9	0.8	.	4	-2
- CN(C)S(=O)(=O)c1ccc(NC(=O)Cn2c(-c3ccccc3)noc2=O)cc1
  78*	-8	1	0	-4	0.2	-0.43	5	95*
- COCCNc1nc2ccccc2nc1NS(=O)(=O)c1ccc(C)cc1C
  24	5	1.2	0	4	0.8	-0.42	9	98*
- O=C(c1ccc2c(c1)OCO2)[C@@H]1[C@@H]2C(=O)N(C3CCCCC3)C(=O)[C@@H]2C2c3ccccc3C=CN21 (stereo partly drawn)
  58*	17	1.3	0.2	3	0.4	-0.76	-14	76*
- Cc1ccc2oc(=O)c3cnn(CC(=O)N4CCCCC4C)c3c2c1 (stereo not drawn)
  8	6	1.1	0.9	.	0.9	.	0	7
- CCOC(=O)Nc1ccccc1N1C(=O)c2ccccc2C1=O
  2	-2	0.9	1	.	1	0.2	-6	2
- O=S(=O)(c1cc(Cl)ccc1Cl)N1CCNCC1
  30	4	0.9	1.2	5	0.7	-0.69	8	-20
- Cc1ccccc1OCCNC(=O)CNC(=O)c1ccccc1O
  43	-3	0.9	0.6	6	0.6	0.06	-4	42
- O=C(NNC(=O)C1CCN(Cc2ccccc2)CC1)c1cccc(Cl)c1
  11	-6	1.6	0.8	-1	0.9	0.57	5	17
- CCCNC(=O)C1CCN(S(=O)(=O)c2c(C)noc2/C=C\c2ccc(OC)cc2)CC1
  4	-15	1	0.7	4	1	.	-5	31

# Reformatted with bars between the fields: part of the list above.
SMILES | CYP2C19 inh | PostGolgi yeast | PLAP act | CYP2C9 act | EphB4 ephrin blk | CYP2C19 act | Pyk2 oligo antag | E coli WT exp | CYP2C9 inhib
CCC(=O)N1CCc2cc(S(=O)(=O)CCC(=O)O)ccc21 | -3 | -1 | 1.1 | 1 | -2 | 1 | 1.2 | 5 | 2
Cc1cccc(N(C(=O)c2ccc(Cl)cc2)C2CS(=O)(=O)CC2OC(=O)c2ccc(Cl)cc2)c1 (stereo not drawn) | 4 | 0 | 0.9 | 0.6 | 1 | 1 | -0.61 | 1 | 40
CCOC(=O)C(C(=O)OCC)C(Nc1cccc(Br)c1)c1ccccc1 (stereo not drawn) | 8 | 6 | 1 | 1.1 | 1 | 0.9 | -1.2 | 2 | -9

# Additional results.
# Every second line gives: CYP2C19 inh	PostGolgi yeast	PLAP act	CYP2C9 act	EphB4 ephrin blk	CYP2C19 act	Pyk2 oligo antag	E coli WT exp	CYP2C9 inhib
- Cc1c(NC(=O)c2cccc(F)c2)c(=O)n(-c2ccccc2)n1C
  16	3	1.1	0.8	-6	0.8	1.3	-7	15
- CCC1=C/C(=C\c2ccc3c(c2)OCO3)C(=O)S1
  44	-3	1.2	0.8	-2	0.6	.	-3	17
- O=C(Cn1nnc(-c2ccccc2)n1)N1CCN(S(=O)(=O)c2ccc(Cl)cc2)CC1
  -17	-4	1.2	1.1	2	1.2	-0.68	-7	-10
- CC(C)C(OC(=O)c1nsc(Cl)c1Cl)C(=O)NCc1ccc2c(c1)OCO2 (stereo not drawn)
  43	-2	0.8	0.3	-1	0.6	1.2	-1	65*
- O=c1c2oc3ccccc3c2ncn1Cc1ccccc1Cl
  33	2	0.9	0.7	-5	0.7	-1.1	2	28
- CC(C)(C)NC(=O)/C(=C/c1ccco1)c1ccccc1
  43	-8	0.9	0.7	8	0.6	1	4	28
- O=C(Nc1c(Cl)cc(Cl)cc1C(=O)NCC1CCCO1)c1ccco1 (stereo not drawn)
  2	1	0.9	0.8	-34	1	1	1	16
- COc1ccc(Nc2nc3ccccc3nc2C)cc1
  9	-10	1.5	0.9	-1	0.9	0.25	2	11
- N=C1C(c2nc3ccccc3s2)=C(O)CN1CCCO
  6	3	1.9	0.9	-1	0.9	-0.33	-1	9
- Cc1nc2ccccc2c2c1C(=O)N(C(C)C)C2=O
  70*	21	1	1	-3	0.3	3.3	1	3
- Cc1nnc(SCC(=O)Nc2ccccc2)[nH]c1=O
  32	-24	1	0.8	-3	0.7	0.66	-3	24
- CCCSC1=N/C(=C\C=C\c2ccco2)C(=O)S1
  9	-6	1.2	0.7	-1	0.9	0.01	4	31
- CC(=O)Nc1cccc(N(C)S(C)(=O)=O)c1
  -13	-2	1	0.8	-1	1.1	0.27	0	20
- O=C(N/N=C/c1cn(-c2ccccc2)nc1-c1ccc(F)cc1)c1ccc2c(c1)OCO2
  34	12	1.1	0.4	1	0.7	-0.46	-4	64*
- Clc1ccccc1CSc1nnc(-c2ccccn2)n1Cc1ccco1
  0	0	1.2	0.9	-9	1	-2.5	-6	7
- CCN(Cc1ccccc1)C(=O)CCCOc1ccccc1
  73*	-1	1.2	0.9	3	0.3	2.2	-7	15
- COc1ccc(CCNC(=O)CNCC2CCCO2)cc1OC (stereo not drawn)
  5	1	1.5	1	-7	1	-0.07	2	1
- CCOC(=O)C1CCCN(Cc2nc(N)nc(Nc3ccccc3OC)n2)C1 (stereo not drawn)
  -16	-3	1	1.1	.	1.2	.	11	-13
- Cc1cc(C(=O)COC(=O)c2n[nH]c3ccccc23)c(C)n1CC1CCCO1 (stereo not drawn)
  33	-2	1.6	1	4	0.7	0.31	1	-3
- CC(C(=O)N1CCCCC1)N1C(=O)c2ccccc2C1=O (stereo not drawn)
  -10	-3	0.7	1.1	-6	1.1	-0.62	3	-11
- O=C(OCn1nnc2ccccc2c1=O)c1ccc2ccccc2n1
  -7	-5	1	1.3	-13	1.1	1.3	1	-26
- COc1ccc(CCNS(=O)(=O)c2ccc3c(c2)OCCO3)cc1
  76*	-4	0.8	0.8	9	0.2	-1.4	3	24
- CCN1CCN(c2ncc(C(=O)N3CCCc4ccccc43)c3ccccc23)CC1
  81*	8	1.9	0.7	.	0.2	-0.61	-16	26
- CC(C)(C)c1ccccc1NC(=O)c1cccnc1
  -12	3	1	1	-1	1.1	0.16	9	-2
- CC(Cc1cccs1)NC(=O)Nc1cccc(Cl)c1 (stereo not drawn)
  66*	-4	0.8	0.5	-4	0.3	0.47	24	47
- Cc1nnc(SCC(=O)N2CCc3ccccc32)n1-c1ccccc1
  4	3	1.3	0.9	-2	1	-0.41	-7	9
- O=C(CSc1nnc(-c2csc3c2CCCC3)o1)Nc1ccccc1
  -10	2	2*	1.1	-2	1.1	.	3	-8
- CC(=O)Nc1ccc(S(=O)(=O)NCCc2ccccc2)cc1
  91*	3	1	0.5	-5	0.1	0.99	10	50
- CCCn1c(SCC(=O)NCC2CCCO2)nc2c1c(=O)n(C)c(=O)n2C (stereo not drawn)
  -12	-8	1	1	-6	1.1	0.88	-3	-4
- CCOC(=O)c1ccc(-n2c(-c3ccco3)nc3ccccc3c2=O)cc1
  8	.	1.1	0.9	.	0.9	-0.25	.	6
- CCn1cc(C(=O)NCc2ccco2)c(=O)c2cc(S(=O)(=O)N3CCc4ccccc4C3)ccc21
  36	7	1.5	0.2	-2	0.6	0.56	-8	78*
- CCS(=O)(=O)c1ccc2oc(SCC(=O)N3c4ccccc4CC3C)nc2c1 (stereo not drawn)
  -8	3	0.9	0.5	4	1.1	-0.26	-2	46
- Cc1cc(C)c(C(=O)Nc2ccc(S(=O)(=O)Nc3onc(C)c3C)cc2)c(C)c1
  1	-7	1.1	0.9	5	1	.	3	10
- CN(Cc1ccccc1)S(=O)(=O)c1ccc2c(c1)OCCO2
  87*	1	1.1	1.8	5	0.1	-2.4	1	-82
- O=C(O)c1cc(-c2ccncc2)nc2ccc(F)cc12
  12	-7	0.9	0.9	-3	0.9	.	0	10
- CCOc1ccc(NC(=O)Cn2nnc(-c3ccccc3NC(=O)c3cccs3)n2)cc1
  19	-4	1	0.5	-2	0.8	0.15	-18	50*
- O=C(O)CCn1[nH]c(=O)c2ccccc2c1=O
  -2	-2	0.8	1	9	1	1.7	-3	-2
- Cc1nc(N2CCN(C)CC2)[nH]c(=O)c1Cc1cccc2ccccc12
  13	-2	1.3	1.2	-4	0.9	0.16	9	-24
- COc1ccc(C(=O)N2c3cc4c(cc3C(C)=CC2(C)C)OCO4)cc1
  92*	9	1.3	0	7	0.1	-1.5	-8	95*
- C=CCN(C#N)c1nc(OC)nc(N2CCCC2)n1
  5	12	1.1	0.9	-2	0.9	0.3	0	14
- Cn1c(=O)c2c(nc(NCCc3ccccc3)n2CC(=O)NCCc2ccccc2)n(C)c1=O
  -6	-12	0.9	1	-7	1.1	-0.77	-4	3
- CCOC(=O)c1c(C)c(C(=O)O)n(C)c1C
  2	0	0.9	1.1	-1	1	-0.07	2	-15
- COc1ccc(CC(=O)Nc2c3c(nn2C(C)(C)C)CS(=O)C3)cc1 (stereo not drawn)
  17	-5	1.4	0.9	6	0.8	.	1	14
- CCC(=O)N1CCN(c2ccccc2NC(=O)Cc2ccccc2)CC1
  59*	4	1.6	0.6	0	0.4	0.34	2	42
- Nc1cc(-c2ccco2)no1
  .	-4	.	.	3	.	0.8	-1	.
- CN1CCN(c2cc(=O)n(Cc3ccc(F)cc3)c(=O)[nH]2)CC1
  -1	-1	1	1.1	3	1	.	10	-7
- O=C(NCc1cccnc1)C1CC(=O)N(C2CCCCC2)C1 (stereo not drawn)
  -4	-5	1.1	1.1	1	1	-0.24	-3	-7
- Cc1occc1-c1nnc(SCC(=O)N2CCc3ccccc32)o1
  74*	-3	1	0.8	5	0.3	0.97	6	16
- Cn1c(=O)[nH]c(=O)c2c1nc(Br)n2CCSc1nc2ccccc2o1
  24	-7	1.4	0.8	4	0.8	-0.24	1	23
- Clc1ccc(COn2c(-c3ccc(Cl)cc3Cl)nc3ncccc32)cc1
  97*	3	1.7	0	1	0	-1.8	-16	97*
- O=C1CN(C(=O)COc2ncnc3ccccc23)c2ccccc2N1
  7	-2	1.4	0.8	-4	0.9	0.8	-8	17
- COc1ccc(CCNC(=O)CSc2nnnn2-c2ccccc2)cc1
  76*	-2	1.1	0.2	.	0.2	1.8	7	78*
- CN(c1ccccc1C(=O)N1CCCC1)S(C)(=O)=O
  7	4	0.9	0.8	-2	0.9	0.36	-1	21
- Cc1cc2ccccc2c(=O)n1CC(=O)NCC(=O)N1CCN(c2ccccc2)CC1
  -18	-14	1	2.4*	2	1.2	-0.49	2	-140
- CCC(C)(C(=O)NC1CCCC1)N(C(=O)c1ccccn1)c1ccc(C)cc1 (stereo not drawn)
  26	3	1.8	0.5	5	0.7	0.46	11	50
- Cc1noc(NS(=O)(=O)c2ccc(N/C=C/C(=O)c3ccncc3)cc2)c1C
  -8	5	1.1	0.5	2	1.1	0.56	9	51*
- CN(CCO)c1cc(Sc2nc3ccccc3s2)c2nonc2c1[N+](=O)[O-]
  7	-4	0.8	0.6	6	0.9	-0.24	4	39

# Source: PubChem (several laboratories)
